# NPR2 activator – human GC-B receptor activators, primary screen, HEK293 GC-B cells, cGMP TR-FRET, EC30 CNP; hit rate 0.11% among 370,000; activation, % at 10 µM; 0% at EC30 CNP, 100% saturating CNP; Atrial natriuretic peptide receptor 2 (Homo sapiens), P20594;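 active = activation at 10 µM reaching about 35% in either raw or pattern-adjusted values, limit read from the data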
# DAX1 inh-1 – DAX1 (NR0B1) inhibitors on StAR promoter, primary screen, cell-based, luminescence, SF-1 (NR5A1), full-length DAX-1; HEK293T StAR-luciferase reporter, SF-1/DAX-1 repression relief; inhibition, % at 6.8 µM; hit rate 1.1% among 370,000; AID 652010, 2013;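 active = inhibition above the mean over all tested compounds plus 3 SD, cut at about 3.6% in these data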;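 note: 0% = DAX-1 cells with DMSO and 100% = cells lacking DAX-1 with DMSO; higher inhibition means more luminescence from relief of DAX-1 repression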
# ADAM10 inh – human ADAM10 inhibitors, primary screen, biochemical, QFRET, HTS. Disintegrin and metalloproteinase domain-containing protein 10 (Homo sapiens), O14672. recombinant ADAM10, EDANS/DABCYL FRET peptide cleavage, 3 h. inhibition, % at 7 µM. hit rate 0.62% among 370,000;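 active = inhibition above a per-campaign cutoff equal to the mean of compounds falling between control-based bounds plus 3 SD, cut at about 20% in these data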;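 note: 0% = DMSO wells while the 100% control is not disclosed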
# Target sequence (O14672 214-748 limits assumed): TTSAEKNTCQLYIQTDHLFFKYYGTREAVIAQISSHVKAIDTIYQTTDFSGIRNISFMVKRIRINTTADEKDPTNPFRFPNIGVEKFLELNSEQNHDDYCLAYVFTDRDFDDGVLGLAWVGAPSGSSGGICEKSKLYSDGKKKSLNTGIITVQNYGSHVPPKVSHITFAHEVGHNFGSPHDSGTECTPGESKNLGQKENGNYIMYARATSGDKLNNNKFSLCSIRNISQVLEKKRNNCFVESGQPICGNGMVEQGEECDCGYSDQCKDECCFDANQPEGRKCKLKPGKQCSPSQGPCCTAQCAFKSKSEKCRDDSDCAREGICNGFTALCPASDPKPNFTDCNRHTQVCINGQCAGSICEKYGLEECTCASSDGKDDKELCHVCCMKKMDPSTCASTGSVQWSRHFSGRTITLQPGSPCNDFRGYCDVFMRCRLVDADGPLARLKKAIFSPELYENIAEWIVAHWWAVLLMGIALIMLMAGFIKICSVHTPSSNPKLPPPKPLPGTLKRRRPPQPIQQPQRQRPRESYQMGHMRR
# GAA850 FXN act – FXN promoter activators, primary screen, cell-based, luciferase luminescence, HEK293 lucGAA850. hit rate 0.56% among 360,000. activation, % at 6 µM. HEK293 lucGAA850 FXN promoter luciferase reporter, 24 h; percent of 10 µM SAHA response. AID 540364, 2011;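 active = activation above the average of all compounds screened plus 3 SD, cutoff fixed separately per campaign, cut at about 7.5% in these data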;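 note: 0% = DMSO wells and 100% = 10 µM SAHA wells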
# hcDAF-12 act – H. contortus DAF-12 nuclear receptor activators, primary screen, cell-based, luminescence, HEK293, lit1-tk-luc reporter; HEK293 hcDAF-12 lit1-tk-luc reporter; 0% DMSO, 100% Δ7-dafachronic acid; activation, % at 6.8 µM; hit rate 1.4% among 370,000; AID 652067, 2013;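 active = activation above the mean of all tested compounds plus 3 SD, cut at about 5.5% in these data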;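 note: 100% = response to 3 µM Δ7-dafachronic acid high control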
# hgDAF-12 ag – H. glycines DAF-12 receptor agonists, primary screen, cell-based, luminescence, HEK293, GAL4 fusion, UAS-luciferase; Nuclear hormone receptor DAF-12 (Heterodera glycines), GAL4 fusion; HEK293 GAL4-hgDAF12 UAS-luciferase reporter, agonist luminescence; normalized to butyrate control; activation, % at 6.8 µM; AID 687014, 2013; hit rate 1.8% among 370,000;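 active = activation above a cutoff set at the mean of all screened compounds plus 3 SD, cut at about 10% in these data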;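 note: 0% = DMSO wells and 100% = sodium butyrate wells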
# GC-A act – GC-A stimulated cGMP production enhancers – HEK293 GC-A cells, cGMP TR-FRET, EC30 ANP, primary screen | Atrial natriuretic peptide receptor 1 (Homo sapiens), P16066 | 0% at EC30 ANP, 100% saturating ANP | activation, % at 10 µM | hit rate 0.14% among 370,000 | AID 1671463, 2021; in the data active = activation above about 40%
# DAX1 inh-2 – DAX1 (NR0B1) inhibitors, primary screen, cell-based, HEK293, Gal4-DAX1, luciferase luminescence | hit rate 0.99% among 340,000 | AID 504766, 2011 | Nuclear receptor subfamily 0 group B member 1 (Homo sapiens), P51843 | HEK293 Gal4-DAX1 luciferase reporter | inhibition, % at 6.75 µM;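 active = inhibition above the mean over all tested compounds plus 3 SD, cut at about 4.2% in these data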;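 note: 0% = DAX1-transfected cells with DMSO and 100% = empty-vector control cells with DMSO; inhibition shows as a rise in luminescence from relieved DAX1 repression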
# Target sequence (P51843 207-470 limits assumed): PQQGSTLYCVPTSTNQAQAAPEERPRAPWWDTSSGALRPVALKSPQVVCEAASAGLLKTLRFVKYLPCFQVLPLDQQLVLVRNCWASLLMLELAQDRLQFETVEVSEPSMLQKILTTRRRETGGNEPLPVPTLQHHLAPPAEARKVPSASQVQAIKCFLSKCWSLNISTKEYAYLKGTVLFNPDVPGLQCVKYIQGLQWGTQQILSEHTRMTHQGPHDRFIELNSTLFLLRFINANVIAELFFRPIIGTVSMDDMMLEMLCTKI
# SMARCA2 activ – SMARCA2 (BRM) function activators, primary screen, cell-based, luminescence, high throughput | hit rate 1% among 370,000 | activation, % at 9.1 µM | MG213 cells, MMTV-luciferase reporter, dexamethasone, overnight; in the data active = activation above about 7.8%;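 note: 0% = vehicle wells and 100% = reference activator wells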
# ssDAF-12 act – S. stercoralis DAF-12 nuclear receptor activators, primary screen, cell-based, luminescence, HEK293, GRIP1 co-expression, lit1-tk-luc; Nuclear hormone receptor DAF-12 (Strongyloides stercoralis); HEK293 ssDAF-12/GRIP1 lit1-tk-luc reporter; % of 3 µM dafachronic acid response; activation, % at 6.8 µM; hit rate 1% among 370,000;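 active = activation above the mean over all tested compounds plus 3 SD, cut at about 0.9% in these data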;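 note: 0% = DMSO-only wells and 100% = 3 µM delta7-dafachronic acid wells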
# sPLA2-III inh – human group III sPLA2 inhibitors, primary screen, biochemical, QFRET, BODIPY PC-A2 liposome substrate; Group 3 secretory phospholipase A2 (Homo sapiens), Q9NZ20; QFRET BODIPY PC-A2 liposome hydrolysis, fluorescence; inhibition, % at 12.2 µM; hit rate 0.56% among 370,000;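 active = inhibition above mean plus 3 SD of compounds lying within the high and low control bounds, cut at about 19% in these data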;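 note: 0% = median of test compound wells and 100% = no enzyme DMSO wells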
# The depositor's hits bear a star; i = inactive; . = no result given.
SMILES,NPR2 activator,DAX1 inh-1,ADAM10 inh,GAA850 FXN act,hcDAF-12 act,hgDAF-12 ag,GC-A act,DAX1 inh-2,SMARCA2 activ,ssDAF-12 act,sPLA2-III inh
CCC(C)NC(=O)c1cccc(C)c1 (stereo not given),1.5,0.2,-10.0,1.5,-0.8,-0.4,1.6,-1.9,-1.7,-1.5,5.8
Cn1c(=O)c2c(nc(Cl)n2Cc2ccncc2)n(C)c1=O,-0.9,0.5,-2.7,2.3,-1.7,1.8,1.2,2.0,0.7,-1.7,-0.1
Cc1ccccc1S(=O)(=O)Oc1cccc2c(O)cccc12,2.9,0.4,8.7,0.6,5.5,0.5,2.6,0.1,1.9,-0.7,-36.1
Cc1ccc(S(=O)(=O)N2[C@@H](CO)CO[C@H]2CC(=O)c2cccs2)cc1,3.6,-0.7,-3.4,.,0.0,-3.1,-1.2,.,-1.5,-1.8,1.1
Cc1ccc(OCCNC(=O)c2cc(C(=O)NCCOc3ccc(C)cc3)cc([N+](=O)[O-])c2)cc1,-2.0,-0.9,-4.4,-3.4,-3.1,-2.3,-7.2,0.7,-1.2,-1.2,-5.2
COc1ccc(CC(=O)NCc2cccc(Cl)c2)cc1S(=O)(=O)N1CCOCC1,-0.8,-0.6,-12.5,-1.2,-0.2,1.0,-1.6,0.5,-1.2,-0.6,16.9
C=C(C)Cn1c(COc2ccccc2)nnc1SCC(=O)O,1.8,-0.4,-8.4,2.9,-1.6,0.5,10.2,1.2,-0.1,-0.9,11.6
COc1ccc(/C=C2\CN(Cc3ccccc3)C/C(=C\c3ccc(OC)cc3)C2=O)cc1,5.2,0.1,5.1,0.5,0.1,-3.0,-2.5,-0.1,0.9,-0.8,2.7
Cc1cc(C)c2nc3nc(C)c(C)cc3c(N)c2c1,-7.9,-1.2,i,-3.0,1.5,2.1,11.8,3.7,16.7*,-0.9,-0.1
CCCCCC(=O)NC(=S)NC1C2CC3CC(C2)CC1C3 (stereo not given),-0.1,0.5,0.3,2.1,0.1,2.5,1.2,2.4,-5.4,-1.6,-0.1
Cc1ccccc1Nc1ncccc1C(=O)N1CCOCC1,2.1,-0.2,-9.4,0.7,1.0,-0.8,6.5,-0.2,-4.9,-1.6,-1.1
CCSc1ccccc1C(=O)NCCCn1ccnc1,3.1,-0.1,-5.9,-1.5,-0.7,-0.4,-1.3,0.1,-1.8,-1.1,4.9
O=C(c1cc(C(=O)N2CCCC2)cc([N+](=O)[O-])c1)N1CCCC1,-0.3,-0.2,-0.6,0.7,0.5,-2.2,3.8,-0.9,-2.2,-0.6,11.8
N#Cc1cccc(S(=O)(=O)NCc2nnc3ccccn23)c1,-5.5,-2.0,-2.6,1.1,-1.6,5.7,-2.1,0.6,-1.1,-0.8,-7.3
CCCCCCC(CC(=O)NCc1cccnc1)CC(=O)NCc1cccnc1,-5.4,0.1,-4.4,2.1,-0.2,0.2,-1.4,-1.3,-2.6,-1.0,6.2
CCOC(=O)N1CCC(Nc2cc(C)nc3c(-c4ccccc4OC)c(C)nn23)CC1,11.9,-2.0,-19.5,0.4,-3.4,-5.6,6.8,-2.2,-4.5,-2.1,-9.8
COc1ccc(C2=NN(C(=O)CSc3ncccn3)C(c3ccc(OC)cc3)C2)cc1 (stereo not given),3.9,-0.2,2.5,1.7,-3.2,-1.4,5.3,-0.4,-2.1,-0.8,-12.4
CCNC(=O)COC(=O)c1cc(=O)[nH]c2ccccc12,3.2,-0.8,-114.8,-0.2,0.9,4.3,-4.3,0.3,-4.0,-0.6,5.4
O=C(c1nc2ccc(Cl)cn2c1CNCC[C@@H]1C[C@@H]2C=C[C@H]1C2)N1CCCCCCC1,-5.9,-0.5,-1.8,0.3,-0.6,-1.4,-1.8,1.8,0.0,-1.8,0.9
CCCN(C(=O)c1cc(Cl)nc2ccccc12)c1c(N)n(Cc2ccccc2)c(=O)[nH]c1=O,2.7,-2.1,-5.8,0.2,-1.5,1.3,3.9,1.0,1.3,-0.8,2.7
O=S(=O)(NC1c2cccc3cccc(c23)C1N1CCN(CCO)CC1)c1ccccc1 (stereo not given),-1.5,-0.3,-7.0,1.1,2.3,-5.8,-4.9,0.3,5.8,-0.2,-5.7
CCOC(=O)C(C)Sc1nc(-c2cccs2)ccc1C#N (stereo not given),-7.3,0.3,i,2.7,0.6,3.2,-6.1,1.3,-3.6,-0.8,-3.0
COc1ccc(C(CC(=O)Nc2ccccn2)N2Cc3ccccc3C2=O)cc1 (stereo not given),15.7,0.7,-6.3,4.0,3.5,9.2,3.4,0.5,1.4,-0.2,-0.3
O=C(NCc1ccccc1)OCCCN1C(=O)CCC12CCCCC2,1.1,0.3,0.3,.,1.4,-2.0,-1.0,.,-0.5,-1.8,2.4
O/N=C/c1ccc2ccccc2n1,1.4,1.1,0.4,-0.1,2.0,8.9,1.6,0.7,5.1,-1.0,-6.6

# The final three compounds of the part above open the next one:
SMILES,NPR2 activator,DAX1 inh-1,ADAM10 inh,GAA850 FXN act,hcDAF-12 act,hgDAF-12 ag,GC-A act,DAX1 inh-2,SMARCA2 activ,ssDAF-12 act,sPLA2-III inh
COc1ccc(C(CC(=O)Nc2ccccn2)N2Cc3ccccc3C2=O)cc1 (stereo not given),15.7,0.7,-6.3,4.0,3.5,9.2,3.4,0.5,1.4,-0.2,-0.3
O=C(NCc1ccccc1)OCCCN1C(=O)CCC12CCCCC2,1.1,0.3,0.3,.,1.4,-2.0,-1.0,.,-0.5,-1.8,2.4
O/N=C/c1ccc2ccccc2n1,1.4,1.1,0.4,-0.1,2.0,8.9,1.6,0.7,5.1,-1.0,-6.6
O=C(CCN1C(=O)c2ccccc2C1=O)Nc1cccc(F)c1,-8.2,1.1,-1.5,-0.9,-1.6,3.0,1.1,-1.0,-2.3,-1.3,-6.9
CCOC(=O)CSC1=C(C#N)C(c2ccccc2OCC)C(C(=O)OCC)C(=O)N1 (stereo not given),-1.7,-0.8,-8.8,-1.0,-1.7,-1.1,-7.2,1.1,-5.3,-0.6,-10.3
O=C(c1ccc2c(c1)OCO2)N1CCN=C1SCc1ccccc1,-4.8,0.7,-3.6,-0.5,-0.7,-1.0,3.9,0.7,-1.0,0.0,0.2
O=C(Cc1ccccc1)N1CCC2(CC1)NCCc1[nH]cnc12,4.2,0.9,-3.0,0.5,1.1,-3.8,3.4,0.6,-1.5,-1.1,2.4
Cc1cc(=O)oc2cc(OCC(=O)NCC3CCC(C(=O)O)CC3)ccc12 (stereo not given),-3.6,0.5,-142.2,1.4,-1.5,2.8,-1.5,0.0,-1.6,-0.3,1.9
COc1cc2c(cc1OC)C(CNC(=O)C=Cc1cc(OC)c(OC)c(OC)c1)C2 (stereo not given),6.7,-0.4,-42.1,0.7,-0.2,-2.0,3.2,0.3,-2.3,-0.8,5.8
CCOC(=O)C(C(=O)OCC)c1c([N+](=O)[O-])c(=O)n2c3c(cccc13)CCC2,0.0,-0.2,-8.6,1.2,-1.5,-2.6,3.1,-1.4,-1.8,-1.3,-1.3
COc1ccc(CNC(=O)c2cnc(C)cn2)c(OC)c1,-0.9,-0.4,2.8,-0.8,-1.4,0.3,1.5,0.2,5.2,-1.1,2.4
CC1CCc2c(sc(NC(=O)CSc3nc4c(c(C(F)(F)F)n3)CCc3ccccc3-4)c2C(N)=O)C1 (stereo not given),-1.4,0.4,-1.5,-0.3,-1.6,0.5,-2.9,-0.2,-1.5,-0.6,1.7
COc1ccc(-c2nc(C)ncc2-c2csc(C)n2)c(O)c1,4.7,0.2,1.9,-1.6,-1.2,-0.6,-1.0,-1.2,0.1,-1.5,-4.2
C=CCOc1ccc(CNc2nccs2)cc1OCC,-13.7,0.4,1.8,0.3,-1.3,-1.0,-0.2,1.3,-0.5,-1.3,0.6
C/C(=N/NC(=O)CNC(=O)COc1ccccc1)c1ccco1,-0.9,0.4,4.0,0.8,-2.5,0.3,-0.2,0.5,2.1,-1.1,11.6
COc1ccc(-c2cc3ccccc3oc2=O)cc1,-1.7,1.7,i,2.1,4.9,12.7*,4.1,1.7,2.1,0.2,-3.1
CC1(C)CC(OC(=O)c2ccccc2)CC(C)(C)N1,2.9,0.5,3.4,-0.3,-0.8,1.0,4.1,-0.2,-2.1,-1.0,4.9
COc1ccc(-c2nc(SCC(=O)Nc3cccc(S(N)(=O)=O)c3)n[nH]2)cc1,-2.6,1.8,-7.6,1.8,-0.1,1.4,-1.5,0.8,-0.1,-0.2,-12.9
COc1ccc(C(=O)Nc2cc(C)on2)cc1[N+](=O)[O-],0.1,-0.3,2.8,0.7,0.9,2.8,0.5,0.8,0.7,-1.4,1.2
Cc1ccn2c(NC(=O)c3ccccc3)c(-c3ccccc3)nc2c1,2.9,-0.4,-5.3,-1.1,-0.2,-0.7,6.1,-0.4,-0.5,-1.4,0.4
O=C(c1ccc(Cl)cc1)C(CN1CCCC1)c1ccccc1 (stereo not given),-29.9,-2.0,10.5,0.4,-3.1,-3.3,-45.0,-3.2,-6.3,-1.6,-4.0
Cc1ccc(NC2c3ccccc3C(=O)N2c2cccnc2)cc1 (stereo not given),0.8,0.0,6.3,2.0,-0.3,-4.4,0.2,5.5*,1.8,-1.7,0.2
O=C(NCc1ccc2c(c1)OCO2)c1cnc2ccccn2c1=O,-7.4,0.7,-10.9,-3.2,-0.2,-0.6,1.9,1.0,1.8,-1.3,1.2
O=C1CCN(Cc2ccccc2)C=C1c1cccc(O)c1,-2.1,1.1,-1.6,-0.9,-1.4,-1.2,2.6,1.8,-3.9,-1.0,8.6
CSCCC(NC(=O)OCc1ccccc1)C(=O)NC(Cc1c[nH]c2ccccc12)C(=O)O (stereo not given),0.5,0.0,-7.2,.,-0.9,-1.8,2.3,.,-2.7,0.1,-11.8
O=C(CCn1c(=O)oc2ccc(Cl)cc21)N1CCN(c2ccccc2)CC1,-3.8,0.0,-3.5,0.1,0.6,-0.7,-37.8,1.2,-1.5,-1.7,-4.5

# Screening data (PubChem)
